PABP1 MLLE inh: inhibitors of microRNA-mediated deadenylation, human PABP1 MLLE binding | P11940 | GST-MLLE / FITC-PAM2 fluorescence polarization | inhibition, % at 20 µM | hit rate 0.36% among 360,000; in the data active = inhibition above about 35%, passing the limit was not always enough;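 also: plate controls were DMSO wells with GST-MLLE for no effect and wells lacking GST-MLLE protein for full effect; some results filed as inactive read as strong as hits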
FAS-TE inh: FAS thioesterase (human) inhibition; P49327; recombinant FAS-TE, OMFH fluorogenic substrate, fluorescence endpoint; inhibition, % at 15 µM; hit rate 0.67% among 360,000;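 active = compounds whose normalised, plate-corrected inhibition of enzyme fluorescence in the single-dose primary screen is 50% or more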;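 also: 0% = DMSO with enzyme and 100% = substrate without enzyme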
NRP1-CendR mod: NRP-1/CendR interaction modulation; O14786; FAM-RPARPAR peptide binding to NRP-1, fluorescence polarization; inhibition, % at 25 µM; hit rate 0.85% among 360,000;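 active = inhibition or corrected inhibition above about 18%, plus a signal ratio from 0.5 to 1.5, limit read from the data, passing the limit was not always enough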; also: strong numbers were not always called active
E coli Lon inh: inhibits E. coli Lon protease; purified E. coli Lon protease, fluorescence polarization; inhibition, % at 7.94 µM; P0A9M0; hit rate 0.42% among 360,000; AID 602123; in the data active = inhibition above about 13%, passing the limit was not always enough;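 also: 0% = enzyme with probe and DMSO and 100% = no enzyme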
Rin1-Abl PPI inh: human Rin1-Abl interaction inhibition; P00519+Q13671; TR-FRET Rin1/Abl binding, biochemical; inhibition, % at 7.35 µM; hit rate 0.4% among 360,000; in the data active = inhibition above about 5%, passing the limit was not always enough
MT1-MMP act inh: blocks activation of human MT1-MMP | HT1080 RFP-PRO-GFP cells, GFP/RFP ratio fluorescence, overnight; percent of plate control window, DMSO zero | hit rate 0.061% among 360,000 | GFP/RFP ratio change, % at 20 µM;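 active = GFP/RFP ratio change of at least 30% with cell ATP level not reduced by more than half and red fluorescence within 50% of control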; also: strong numbers were not always called active
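Assay system: HT1080 RFP-PRO-GFP cells | Dosing: 20 µM single dose, 1% DMSO | Incubation: Cells overnight before dosing, compound overnight, 37 °C, 5% CO2 | Evaluation: GFP/RFP fluorescence ratio | Control set: DMSO-only wells and HT1080 RFP-L50D-GFP cell wells as references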
bovine MsrA act: bovine methionine sulfoxide reductase A activation; purified bovine MsrA, absorbance read-out; activation, % at 10.6 µM; hit rate 0.3% among 360,000; AID 602163; in the data active = activation above about 7.5%;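 also: 0% = vehicle and 100% = reference activator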
Neddylation inh: cullin neddylation inhibition; TR-FRET cullin neddylation, biochemical; calls only at 25 µM; hit rate 0.58% among 360,000; in the data active = inhibition above about 36%
SKN-1 block: inhibitors of C. elegans SKN-1; C. elegans VP596 Pgst-4::GFP/RFP ratio, acrylamide-induced, 24 h; inhibition, % at 21.8 µM; hit rate 0.49% among 360,000;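 active = interference check ratio from 0.5 to 1.5 plus GFP to RFP signal ratio inhibition reaching or exceeding a fixed threshold, cut at about 30% in these data, passing the limit was not always enough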; also: some compounds called inactive have numbers as strong as hits
Starred values were filed as active, the others as inactive; i = inactive; x = no result given; + = active, no number.

SMILES	PABP1 MLLE inh	FAS-TE inh	NRP1-CendR mod	E coli Lon inh	Rin1-Abl PPI inh	MT1-MMP act inh	bovine MsrA act	Neddylation inh	SKN-1 block
CCc1ccccc1N1CCN(S(=O)(=O)c2ccc(F)c(C)c2)CC1	10	27	5	4	-1	-5	1	i	-11
CCN1CCN(CCCNC(=O)C2CCCN(c3nc4c(C)cc(C)cc4s3)C2)CC1 (centres undefined)	3	-9	8	-4	-2	2	-2	i	-3
O=c1c(-c2ccco2)[n+]([O-])c2ccccc2n1OCc1ccccc1[N+](=O)[O-]	0	10	-17	-1	-1	-1	-4	i	9
Cc1cc(C)nc(/N=C(\N)Nc2ccccc2-c2ccccc2)n1	2	-25	11	-2	2	-4	1	i	-4
COc1ccccc1CNC(=O)[C@@H]1CCCN1S(=O)(=O)c1ccc(C)cc1	-10	1	-9	1	3	x	-13	i	-4
c1ccc(-c2[nH]ncc2-c2nc3ccccc3[nH]2)cc1	-10	-3	9	-3	7	-2	-8	+	8
COc1ccc(N(Cc2ccccc2)C(=O)c2ccccc2[N+](=O)[O-])cc1	15	10	8	3	-1	-1	-2	i	15
COC(=O)[C@@]12CCCCN1[C@H](c1ccc(-c3cccc(Cl)c3)c(OC)c1)[C@@H]1C(=O)N(C)C(=O)[C@@H]12	-13	40	-12	-9	-2	-7	1	i	-11
CCCCN(Cc1ccco1)C(=O)C1CCCN(c2ncnc3c2nc2n3CCCCC2)C1 (centres undefined)	6	8	9	4	2	0	2	i	8
Cc1[nH]c2ccc(C(=O)N3CCN(C)CC3)cc2c1C	-2	-3	12	-5	0	0	-2	i	-7
CCCNC(=O)Nc1ccc2c(c1)nc(C)n2C	2	-8	9	-10	0	1	-9	i	1
O=C(Nc1c2c(nc3ccccc13)CCCC2)c1cccc([N+](=O)[O-])c1	6	-8	-10	-19	2	8	-6	i	11
C=CCNC(=O)c1cc(-c2cccnc2)nc2ccccc12	-10	-4	1	18	0	-6	-3	i	14
Cc1ccc(-c2nn3c(-c4ccccc4)nnc3o2)cc1	-15	4	4	-14	0	-5	-8	i	16
CC(=O)Nc1ccc(S(=O)(=O)NCc2nc(-c3ccccc3)no2)cc1	0	-3	-3	-1	0	-1	-2	i	8
C[C@@H]1CN([C@H](C)CO)C(=O)c2cc(NC(=O)c3ccncc3)ccc2O[C@@H]1CN(C)C(=O)Nc1ccccc1	-96	-11	3	16	0	1	-10	i	0
Cc1cccc(C)c1N1C(=O)CN(Cc2ccccc2)C1=S	9	0	-8	6	-3	-4	-5	i	-2
Cc1cccc(NC(=O)c2c([N+](=O)[O-])c(C(C)(C)C)nn2C)c1	11	-4	16	2	1	-2	4	i	12
CCOc1ccc(CCN2C(=S)N([C@@H](CC(C)C)CN3CCCC3CN3C(=S)NC[C@@H]3Cc3ccc(O)cc3)C[C@@H]2CC(C)C)cc1 (some centres undefined)	-1	-99	-6	1	-5	-7	-4	i	8
C/C(=N\Nc1cc(N2CCCCC2)nc(C)n1)c1ccc(Br)cc1	10	31	5	-2	-1	-9	-10	i	15
CCOC(=O)CNC(=O)c1ccc(Cl)s1	-7	-4	-14	-4	1	1	1	i	-3
CC(=O)c1c(N2CCOCC2)nc(=S)n(-c2cc(C)ccc2C)c1C	17	-5	3	-1	2	0	-3	i	16
COc1ccc(Nc2nc(C)nc3sc4c(c23)CCC4)cc1O	12	-3	16	-8	0	3	-2	i	1
O=C(CC[C@H]1O[C@@H](n2cnc3c(NC(=O)c4ccccc4)ncnc32)[C@H](O)[C@@H]1O)NCc1ccco1	3	-5	1	-9	3	3	4	i	19
COc1cccc(CN(C)C(=O)c2cccc(NC(=O)CC3SC(N4CCCCC4)=NC3=O)c2)c1OC (centres undefined)	1	-6	-17	-7	-1	-1	-2	i	17

The list continues:
SMILES	PABP1 MLLE inh	FAS-TE inh	NRP1-CendR mod	E coli Lon inh	Rin1-Abl PPI inh	MT1-MMP act inh	bovine MsrA act	Neddylation inh	SKN-1 block
Cc1cccc(N2CCN(C(=O)COc3cc(=O)n(C)c4ccccc34)CC2)c1C	7	49	7	-8	-3	6	-3	i	-1
COc1ccccc1NC(=O)CNS(=O)(=O)c1ccccc1	-14	-6	-3	-1	-5	14	-3	i	9
CN(C(=O)CCN1C(=O)/C(=C/c2ccccc2)SC1=S)C1CCS(=O)(=O)C1 (centres undefined)	-23	-2	0	-2	-3	1	-2	i	-7
O=C(Cn1c(=O)n(CC(=O)NCc2ccccc2)c2ccccc21)NCc1ccccc1	18	-14	-5	12	4	1	-4	i	-8
CC(C)N=C1SC(CC(=O)Nc2ccccc2)C(=O)N1C(C)C (centres undefined)	-4	3	2	-5	-1	1	-7	i	-9
Cc1ccccc1SCC(=O)OCC(=O)NCCNC(=O)COC(=O)CSc1ccccc1C	-6	-5	23	-11	2	1	0	i	21
O=C(O)CCCCCNS(=O)(=O)c1ccc2c(c1)OCCO2	7	-3	-1	3	3	2	-1	i	8
COCCSc1nnc(NC(=O)C2CCCCC2)s1	-2	-6	-2	-11	-1	1	-11	i	-9
Cc1nn(C)c(C)c1NC(=O)CSc1nc(Cc2ccccc2)nc2c1cnn2-c1ccccc1	7	5	-26	-17	-5	-4	-1	i	7
Cc1nnnn1CC(=O)Nc1cccc([N+](=O)[O-])c1	-5	-1	-12	2	-1	-2	-4	i	4
CC(C)CCn1c(=O)c2ccccc2n2c(=S)[nH]nc12	-47	2	-5	-4	-1	-7	6	i	24
CCN(CC(=O)Nc1c(F)cccc1F)C(=O)/C=C/c1ccc(OCC#N)c(OC)c1	6	-4	-7	-10	1	0	-4	i	11
Cn1c(=O)c2c(nc(SCC(=O)NCc3ccc4c(c3)OCO4)n2Cc2ccc(F)cc2)n(C)c1=O	-8	5	2	-6	-2	-4	0	i	1
O=C(COC(=O)c1cc(=O)[nH]c2ccccc12)Nc1ccc(F)cc1F	-4	2	2	11	5	-2	-2	i	10
Cc1cccc(C(=O)c2cn[nH]c2-c2ccccc2O)c1	13	-34	-4	4	-1	1	-1	i	-3
COc1ccc(N2CCN(C(c3cc4ccc(C)cc4[nH]c3=O)c3nnnn3C3CCCC3)CC2)cc1 (centres undefined)	24	16	-15	-5	-8	-1	-1	i	14
Cc1ccc(S(=O)(=O)Cn2cnnn2)cc1	2	-10	-10	6	-3	3	-2	i	-6
COC(=O)c1cc(Br)c(=O)n(Cc2ccncc2)c1	1	-4	-19	-2	-3	-4	-2	i	1
CC1(C)CC(=O)C2=C(C1)NC(Nc1nc3ccccc3o1)=NC21CCCC1	-2	-8	-1	-5	0	-1	-3	i	5
COc1cccc(COc2ccc3ccc(=O)oc3c2)c1	-7	12	2	2	-3	-8	1	i	19
CCOC(=O)c1sc(=S)n(-c2ccccc2)c1NC(C)=O	26	-4	-2	6	4	-3	-6	i	-28
Cc1cccc(NC(=O)CSCC(=O)Nc2ccc(S(=O)(=O)N3CCCC3)cc2)c1	2	-7	2	16	4	0	-6	i	0
CC(C)N(Cc1nc(-c2ccc(Cl)cc2)no1)C(=O)CCCN1C(=O)c2ccccc2C1=O	-7	17	-13	5	-1	0	-3	i	6
Cc1ccc(NC(=S)NC(C)(C)C)c([N+](=O)[O-])c1	16	0	5	-3	-3	-1	-2	i	1
CCN(CC)C(=O)c1sc(N)c(C(=O)OC(C)C)c1C	20	-4	5	3	4	3	-1	i	-8

Next section, starting with the last 4 of the part before.
SMILES	PABP1 MLLE inh	FAS-TE inh	NRP1-CendR mod	E coli Lon inh	Rin1-Abl PPI inh	MT1-MMP act inh	bovine MsrA act	Neddylation inh	SKN-1 block
Cc1cccc(NC(=O)CSCC(=O)Nc2ccc(S(=O)(=O)N3CCCC3)cc2)c1	2	-7	2	16	4	0	-6	i	0
CC(C)N(Cc1nc(-c2ccc(Cl)cc2)no1)C(=O)CCCN1C(=O)c2ccccc2C1=O	-7	17	-13	5	-1	0	-3	i	6
Cc1ccc(NC(=S)NC(C)(C)C)c([N+](=O)[O-])c1	16	0	5	-3	-3	-1	-2	i	1
CCN(CC)C(=O)c1sc(N)c(C(=O)OC(C)C)c1C	20	-4	5	3	4	3	-1	i	-8
Cc1coc(C)c1C(=O)CC1(O)C(=O)N(CCc2ccccc2)c2ccccc21 (centres undefined)	-4	1	-10	0	1	-3	-9	i	-29
O=C(OCc1cn([C@@H]2CN(CC3CCCCC3)[C@@H](c3ccccc3)C[C@H]2O)nn1)c1ccccc1	-6	16	-10	-14	1	-2	-3	i	-3
CC(=O)Nc1cc(-c2cccc(F)c2)cn2c(-c3ccc(F)cc3)cnc12	-4	7	-20	-15	-6	-1	-2	i	14
CCOc1ccccc1C(=O)OCC(=O)Nc1cc(S(=O)(=O)N2CCOCC2)ccc1C	1	-5	-7	0	1	1	-1	i	-24
CCOC(=O)c1c(C)n(C)c2ccc(OCC(O)CNCCc3ccccc3)cc12 (centres undefined)	12	-4	9	-4	4	1	2	i	8
CCOc1ccc(CN2CCCC(CO)(Cc3ccccc3F)C2)cc1 (centres undefined)	-7	5	-1	8	2	4	-8	i	-1
COc1ccc(C(=O)N2CCN(S(=O)(=O)c3ccc(C)cc3C)CC2)cc1OC	7	-2	-4	-5	-3	3	1	i	11
O=C(O)C(c1ccccc1)N1C(=O)c2ccccc2C1=O (centres undefined)	6	-14	-5	6	-2	5	-9	i	3
CC(C)CCn1c(S(=O)(=O)O)nc2ccccc21	-3	-8	-5	9	-3	-1	1	i	-15
COc1cc(/C=C2\CCc3ccccc3C2=O)cc(OC)c1OC	-7	24	1	-12	-3	5	-5	i	3
Cc1nn(-c2ccc(F)cc2)c(C)c1CN1CCN(CCC(C)C)C(CCO)C1 (centres undefined)	3	-5	-9	1	-1	2	-1	i	2
COC(=O)c1ccc(NC(=O)Cn2c([N+](=O)[O-])cnc2C)cc1	8	-9	4	-6	0	1	-6	i	2
COc1ccc([N+](=O)[O-])cc1NC(=O)C1C2C=CC(C2)C1C(=O)O (centres undefined)	-1	-6	15	8	-4	-8	-9	i	18
Cc1cc(=O)oc2cc3c(cc12)OCCN3	8	-4	-3	0	-10	6	-3	i	15
COc1ccccc1S(=O)(=O)NCc1ccc(C(=O)N(C)Cc2ccc(F)cc2)cc1	0	-7	4	3	4	-5	-13	i	-8
O=c1c2ccccc2oc2nc(-c3ccco3)n(-c3ccccc3)c(=O)c12	-2	-8	-8	-1	-3	-2	-7	i	-21
O=C(Nc1ccc(F)c(Cl)c1)Nc1cnccn1	-7	-4	6	-7	-3	-1	-5	i	2
CC(C)c1nc(N2CCOCC2)c(C#N)c2c1COC(C)(C)C2	0	3	10	-10	3	0	-2	x	-21
Cc1ccc(C(=O)Nc2ccc(Oc3ccc(C(=O)O)c(C(=O)O)c3)cc2)cc1C	-8	-8	-10	-6	0	5	-10	i	-11
O=C(c1ccsc1)N1CCCC(Nc2cccc(F)c2)C1 (centres undefined)	9	-9	8	-2	3	-3	2	i	-12
CCC(C)NC(=O)CCS(=O)(=O)c1ccc(Br)s1 (centres undefined)	22	-15	-8	1	0	2	-8	i	-7
Cc1c(Cl)cccc1NC(=O)CSC(C)c1nc2ccccc2c(=O)[nH]1 (centres undefined)	11	-4	9	-21	4	-1	-2	i	6
O=C(NCc1ccco1)C1CCCN1C(=O)Nc1ccccc1Cl (centres undefined)	-8	-6	17	-5	3	-3	-4	i	-8
COc1cccc(/C=C/C(=O)OCC(=O)Nc2ccc3c(c2)OCCO3)c1	-2	2	3	-4	3	9	-2	i	1
COc1ccc(Nc2nc(CC(C)=O)ns2)cc1	19	-8	0	5	-3	8	2	i	6
Cc1cccc(C(=O)NCCN2CCOCC2)c1[N+](=O)[O-]	8	-6	16	-10	2	6	-3	i	2
C=CCSc1nsc(N)n1	8	-12	0	-6	-2	4	1	i	3
O=C(CSc1nnc(NC(=O)Cc2ccc(F)cc2)s1)NCc1ccco1	-36	-4	10	0	3	3	-7	i	-5

Source: PubChem (several laboratories)
